Source: PubChem
5HT1E antag – blocks the human 5-HT1E serotonin receptor; P28566; CHO 5-HT1E Ga15 NFAT-bla reporter, FRET, antagonist; inhibition, % at 6 µM; hit rate 0.99% among 65,000; AID 571;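 active = inhibition above a set limit, the mean inhibition across every tested compound plus 3 SD, cut at about 29% in these data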;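 note: signal is the 460 over 535 nm emission ratio of beta-lactamase substrate; 0% = agonist plus DMSO wells and 100% = wells without agonist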
Target sequence (P28566 whole entry, looked up): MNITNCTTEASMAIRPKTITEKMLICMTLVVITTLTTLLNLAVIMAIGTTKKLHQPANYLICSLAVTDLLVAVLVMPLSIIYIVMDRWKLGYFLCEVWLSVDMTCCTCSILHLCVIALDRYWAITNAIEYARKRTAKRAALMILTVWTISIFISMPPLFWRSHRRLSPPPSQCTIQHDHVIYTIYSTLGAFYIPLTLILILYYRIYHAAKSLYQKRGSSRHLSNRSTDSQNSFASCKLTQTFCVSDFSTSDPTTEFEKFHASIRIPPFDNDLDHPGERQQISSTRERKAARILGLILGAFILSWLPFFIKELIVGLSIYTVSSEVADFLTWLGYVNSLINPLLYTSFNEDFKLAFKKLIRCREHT
A340 absorber – compounds absorbing at 340 nm; compound absorbance at 340 nm, fold over control; fold change at 10 µM; 65,000 tested, under 10 active;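 active = at 10 µM dose, initial 340 nm absorbance at least 2 fold that of control wells; inactive = change under 2 fold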;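 note: initial absorbance extrapolated from kinetic A340 decline of NADH oxidation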
HTR1E agonist – activates the human 5-HT1E serotonin receptor. hit rate 0.69% among 65,000. P28566. activation, % at 6 µM. CHO 5-HT1E Ga15 NFAT-bla reporter, FRET; 0% DMSO wells, 100% control agonist wells;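 active = activation above a set limit, the screen-wide mean activation plus 3 SD, cut at about 8.5% in these data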;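 note: 100% = positive control agonist at 1 µM giving full maximal response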
S1P1 ag-PAM – agonists and agonism potentiators of human S1P1 receptor; S1P1 CRE-bla cells, forskolin, beta-lactamase FRET, potentiator mode; S1P1 agonist co-added at EC20, 2 nM; 100% = saturating reference agonist, 0% = basal; AID 449; activation, % at 9.5 µM; hit rate 0.57% among 56,000;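 active = activation above a cutoff set at the mean activation of all tested compounds plus 3 SD, cut at about 54% in these data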;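 note: forskolin at 4 µM as EC80 and the EC20 agonist is SEW2871; 100% = SEW2871 at its EC100 plus forskolin at EC80; some compounds past the cut are filed as inactive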
5HT1a antag – 5-HT1a (human) receptor antagonism; P08908; CHO 5-HT1a Ga15 NFAT-bla reporter, antagonist mode; inhibition, % at 10 µM; hit rate 0.68% among 62,000; AID 612;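 active = inhibition above the mean of all tested compounds plus 3 SD, cut at about 43% in these data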;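 note: receptor stimulated by 5-CT agonist at 100 nM near EC80; beta-lactamase reporter measured by ratiometric fluorescence of a cleavable substrate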
Target sequence (P08908 whole entry, looked up): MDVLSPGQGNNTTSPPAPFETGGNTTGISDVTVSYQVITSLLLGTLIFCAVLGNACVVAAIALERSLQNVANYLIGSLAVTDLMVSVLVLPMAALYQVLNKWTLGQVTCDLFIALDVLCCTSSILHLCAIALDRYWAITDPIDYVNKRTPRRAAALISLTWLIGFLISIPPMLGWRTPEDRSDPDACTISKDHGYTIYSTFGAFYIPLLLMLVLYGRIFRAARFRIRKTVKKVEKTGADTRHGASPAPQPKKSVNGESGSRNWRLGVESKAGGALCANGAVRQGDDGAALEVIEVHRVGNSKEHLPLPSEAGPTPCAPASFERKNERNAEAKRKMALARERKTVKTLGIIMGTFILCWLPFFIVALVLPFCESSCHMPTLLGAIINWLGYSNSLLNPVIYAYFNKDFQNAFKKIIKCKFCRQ
Her2 expr inh – inhibitors of human Her2 kinase expression; SKBR-3 HER2 protein level, AlphaScreen, 18-24 h; active compounds read low; P04626; HER2 level % of control, % at 10 µM; hit rate 0.69% among 65,000;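 active = HER2 level under 5% of the carrier-only control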;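 note: 100% = DMSO carrier and 0% = 500 nM PU-H71 HSP90 inhibitor; lower value means stronger loss of Her2 protein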
S1P3 agonist – activates the human S1P3 receptor | activation, % at 4.5 µM | Q99500 | S1P3 NFAT-BLA reporter cells, agonism, FRET ratio; relative to 1 µM S1P, basal subtracted | AID 373 | hit rate 0.1% among 60,000;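 active = activation above the screen-wide mean plus 3 SD, cut at about 4.5% in these data, passing the limit was not always enough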; note: some compounds called inactive have numbers as strong as hits
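Assay system: stable CHO line with human S1P3, Gα16, NFAT-BLA reporter; Detection: FRET β-lactamase substrate fluorescence, excitation 405 nm, 460/535 nm emission ratio, background-subtracted; Read-out: percent activation versus median 1 µM S1P response, basal-subtracted, per plate; Incubation: cells plated overnight, compound 4 h 37 °C, substrate 2 h RT.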
MMP13 inh – MMP13 (human) collagenase inhibition. hit rate 0.07% among 65,000. MMP-13 fTHP FRET cleavage, Mca fluorescence. AID 570. inhibition, % at 4 µM. P45452;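 active = inhibition above the mean of compound-free control plate wells plus 3 SD, cut at about 14% in these data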;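 note: 0% = DMSO wells and 100% = wells with reference MMP-13 inhibitor after basal subtraction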
Fluor 339 460 – intrinsic fluorescence of library compounds, ex339/em460 – biochemical, MLSMR library, data from DPM-DC assay, artefact control, profiling panel; compound autofluorescence, ex339/em460 nm, NADH buffer; active compounds read high; 1 = no-compound wells, NADH background; fluorescence fold increase at 10 µM; hit rate 5.5% among 65,000; AID 709;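 active = at 10 µM, mean starting fluorescence two-fold or more over control wells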;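 note: signal is the first read of a kinetic run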
Active calls of the source: *; nt = no result given.

5HT1E antag,A340 absorber,HTR1E agonist,S1P1 ag-PAM,5HT1a antag,Her2 expr inh,S1P3 agonist,MMP13 inh,Fluor 339 460,SMILES
1,1.1,0.8,nt,4,58,nt,4,1,Cc1cccc(NS(=O)(=O)c2ccc(C)c(C(=O)OCC(=O)Nc3cc(C)on3)c2)c1
11,1.1,0.8,-1,3,256,-0.9,-16,3.2*,N#Cc1c(N)nc2c(c1-c1ccncc1)CCCC2
0,1.1,0.8,3,1,106,-0.5,4,1.1,Cc1cc(C)c(S(=O)(=O)N2CCCCC2)c(C)c1-n1ncnn1
1,1,0.4,14,12,99,0.5,2,1.1,O=C(Nc1ccc2c(c1)ncn2C1CCCCC1)c1ccco1
-6,1,0.3,-1,3,105,0.1,0,1.1,Cc1ccc2oc(=O)c3cnn(CC(=O)N(CCCN4CCOCC4)Cc4ccco4)c3c2c1
7,1,0.3,nt,-46,93,nt,5,1,CCCn1c(N)c(C(=O)CSc2nnc(Cc3ccccc3)o2)c(=O)n(C)c1=O
-3,1,-0.3,-1,-12,100,-1.4,1,1.1,CC1C(C#N)=C(N)OC2=C1C(=O)CCC2 (configuration not stated)
13,1,0.4,nt,-1,69,-1.2,0,1.1,CCCC(=N)C1=C(O)CC(CC(C)SCC)CC1=O (configuration not stated)
3,1,-0.3,-3,1,101,-0.8,3,1.1,COc1nc(OC)nc(N2CCC(C(=O)NCC3CCCCC3)CC2)n1
-7,1.1,0.5,-4,5,119,-2.0,6,1.1,Cc1oc2ccc(O)c(CN3CCOCC3)c2c1C(=O)c1ccc(Cl)cc1
3,1,1.5,nt,-14,106,nt,5,0.92,O=C(CCCn1c(=S)[nH]c2cc3c(cc2c1=O)OCO3)N1CCN(c2ccccc2F)CC1
0,1,-0.4,nt,-13,65,nt,-1,1.1,O=C(CNS(=O)(=O)c1cccc2nonc12)NCc1ccc(F)cc1
-8,1,2.8,10,15,73,-0.6,5,1,COc1ccc(-c2nnc(SCc3nnc(-c4ccc(Cl)cc4)o3)n2-c2ccccc2)cc1
-2,1,-0.1,-6,-6,93,-0.7,5,1.1,CCOC(=O)C1C(c2ccc3c(c2)OCO3)NC(=O)NC1(O)C(F)(F)F (configuration not stated)
-1,1,-0.5,-34,9,85,-1.5,0,1.1,O=C(CSc1ncn[nH]1)NCCOc1ccccc1
-9,1,1.0,-12,-10,110,-0.6,9,1,CCN1CCN(Cc2nc3c(c(=O)n(C)c(=O)n3C)n2Cc2ccc(Cl)cc2Cl)CC1
-6,1,1.4,-8,-2,57,-1.0,1,1.1,Cc1cccc(NC(=O)c2ccc(S(=O)(=O)N3CCCCC3)cc2)n1
4,1,-0.4,-2,nt,138,-1.1,-2,1,CCOC(=O)c1ccc(-n2c(=O)[nH]c3ccccc3c2=O)cc1
-3,1,-0.7,nt,9,76,-0.6,3,1.1,c1ccc(CCc2nn3c(C4COc5ccccc5O4)nnc3s2)cc1 (configuration not stated)
-5,1,0.2,-10,-7,91,-0.3,2,1,COCCNC(=O)CCc1nc(-c2ccccc2)no1
-2,1,0.5,3,7,56,-1.0,9,1.1,CC(C)n1nnnc1SCC(=O)NCc1cccs1
0,1.1,0.7,94*,6,92,-1.5,-3,1.4,CCCc1ccc(OCc2nc(-c3ccc(NC(=O)c4ccco4)cc3)no2)cc1
4,1,-1.1,3,nt,98,-3.1,-4,1.2,O=C(CN1CCc2[nH]c3ccccc3c2C1)N1CCCCC1
16,1,0.9,16,-3,76,-0.9,1,1.1,Fc1ccc(Br)cc1C1C=C(c2cccnc2)Nc2ncnn21 (configuration not stated)
4,1,-0.9,8,38,77,-0.5,0,1.4,CCC(C)(C)n1nnnc1C(c1cccs1)N1CCN(c2nc3ccccc3s2)CC1 (configuration not stated)
-5,1,0.7,8,7,110,-1.1,5,1.1,Cc1nn(CCC#N)c2nc(C(F)(F)F)[nH]c(=O)c12
-2,1.1,0.6,-9,-7,116,0.4,-32,2.1*,COC(=O)c1ccc(C(=O)OC)c(NC(=O)CCC(=O)O)c1
-3,1,0.4,3,-3,87,-0.8,4,1.1,c1ccc(CCCNc2ncnc3nc[nH]c23)cc1
1,nt,-0.3,nt,-11,nt,nt,5,nt,CCOC(=O)CNC(=O)C1(c2ccccc2)CCCC1
7,1,-0.2,20,nt,94,-4.1,3,1.1,C=CCN(C(=O)CCC(=O)O)C1CC(=O)N(c2ccc(OC)cc2)C1=O (configuration not stated)
-5,1,-0.3,nt,-10,101,-0.6,3,1.1,O=C(Nc1ccccc1F)c1cc(S(=O)(=O)N2CCCCC2)cs1
-1,1,-0.1,-8,8,128,-1.4,0,1.1,CCC(=O)N1CCc2cc(S(=O)(=O)NCCC(=O)N3CCN(c4ccccn4)CC3)ccc21
-2,0.99,-1.1,4,10,138,-0.1,2,1,O=C1C(Cl)=C(N2CCCCC2)C(=O)N1c1ccccc1Cl
0,1.1,0.3,nt,-2,86,-1.0,5,1.1,CC(=O)SCCC(=O)N1C(C)CCCC1C(=O)O (configuration not stated)
-6,0.94,0.1,-17,-6,101,-0.6,1,0.92,COCC(=O)N1CCC(n2nnc3cc(F)ccc32)CC1
-6,1.1,0.2,nt,-10,107,-0.2,3,1.1,CC(=O)Oc1ccc(NC(=O)CSc2ccccc2)cc1

Three compounds from above, arranged by the number in Her2 expr inh, descending.
5HT1E antag,A340 absorber,HTR1E agonist,S1P1 ag-PAM,5HT1a antag,Her2 expr inh,S1P3 agonist,MMP13 inh,Fluor 339 460,SMILES
-2,0.99,-1.1,4,10,138,-0.1,2,1,O=C1C(Cl)=C(N2CCCCC2)C(=O)N1c1ccccc1Cl
1,1,0.4,14,12,99,0.5,2,1.1,O=C(Nc1ccc2c(c1)ncn2C1CCCCC1)c1ccco1
-1,1,-0.5,-34,9,85,-1.5,0,1.1,O=C(CSc1ncn[nH]1)NCCOc1ccccc1

Additional structures follow:
5HT1E antag,A340 absorber,HTR1E agonist,S1P1 ag-PAM,5HT1a antag,Her2 expr inh,S1P3 agonist,MMP13 inh,Fluor 339 460,SMILES
-4,1,5.1,26,6,72,0.3,-12,1.6,Cc1nc2nc(C)c(CCC(=O)NCCCN3CCN(c4cccc(Cl)c4)CC3)c(C)n2n1
7,1,-0.7,-9,19,81,-1.3,8,1.1,COc1ccc(OC)c(S(=O)(=O)Nc2ccccc2SC)c1
-9,1,0.5,nt,-6,91,-0.7,1,1.1,COc1ccc(NS(=O)(=O)c2ccc(NS(=O)(=O)c3ccc(C)cc3)cc2)nn1
10,1,0.0,-8,1,45,-1.5,-2,1.2,COc1ccc(N2CCN(Cc3cc(=O)oc4cc(-c5ccccc5)c(O)cc34)CC2)cc1
7,1,-0.5,-11,18,95,-1.3,0,1.1,Cc1cc2oc(=O)cc(CN3CCCCC3C)c2c(C)c1Cl (configuration not stated)
3,1,-0.9,nt,6,84,nt,-1,1.1,O=C(CCCSc1nc2ccccc2s1)NCc1ccco1
-11,1.2,0.6,nt,-10,122,nt,6,1.1,Cc1cc(=O)oc(C)c1C(=O)NCc1c(F)cc(F)cc1F
0,1.1,0.0,nt,-11,126,nt,10,1.1,CCn1c2ccccc2c2nnc(SCC(=O)NCc3cccs3)nc21
-5,1,1.7,nt,3,111,nt,2,1.1,CCC1Sc2ccccc2N(CC(=O)NC2CCCC2)C1=O (configuration not stated)
-3,1.1,-0.2,9,2,84,-0.3,2,1,CC1Cc2nc(SCC(=O)NCc3ccco3)n(Cc3ccccc3)c(=O)c2S1 (configuration not stated)
-2,1,0.0,-14,5,113,-1.4,0,1.1,CC1=Nn2c(nnc2-c2n[nH]c3c2CCC3)SC1
20,1.1,-2.6,9,nt,68,-4.3,3,1,Cc1cc(/C=N/n2cnnc2)c(C)n1-c1ccc2c(c1)OCO2
-6,1,0.4,nt,-3,105,nt,2,1.1,CCC(=O)N1CCc2cc(Br)cc(S(=O)(=O)CCC(=O)NCc3ccco3)c21
5,1,0.0,-3,-15,101,0.4,5,1.1,COC(=O)C1C2C=CC3(CN(Cc4cccs4)C(=O)C13)O2 (configuration not stated)
10,1.1,0.1,nt,-10,61,nt,5,1,CCOc1cccc(/C(O)=C2/C(=O)C(=O)N(CCN3CCOCC3)C2c2cccnc2)c1 (configuration not stated)
-4,1,0.3,-13,4,66,-0.9,0,1,O=C(NCCCN1CCOCC1)c1cc2c(s1)CCCC2
0,1,0.0,nt,-4,81,nt,4,1,COc1ccc(N(C)C(=O)CCS(=O)(=O)c2cccc3nonc23)cc1
-4,1,-0.1,1,nt,95,-4.8,2,1.1,CC(=O)NC1(C(F)(F)F)C(=O)Nc2c1c(=O)n(C)c(=O)n2C (configuration not stated)
-11,1,-0.1,6,23,97,-0.2,0,1.1,COc1ccc(CCCc2nnc(SCC(=O)Nc3cc(C)c(C)cc3Br)o2)cc1
16,1.1,0.3,-9,11,84,-0.8,-1,1.4,Cc1cc(C)c2c(=O)n(CC(=O)N3CCC(N4CCCCC4)CC3)sc2n1
23,1,-0.2,nt,27,79,nt,2,1.1,Cc1ccc(NC(=O)CC2SC3=NCCN3C2=O)cc1 (configuration not stated)
9,1,0.5,-1,1,73,-0.7,3,1.1,CCCn1c(N)c(C(=O)COC(=O)c2c(C)noc2C)c(=O)n(C)c1=O
8,1,-1.6,nt,14,87,nt,3,1.1,COc1ccc(NC(=O)Cn2nnc(C(=O)NCc3ccccc3OC)c2N)cc1Cl
-2,1.1,0.0,-17,22,92,0.0,0,1.1,COCc1cc(C)nc2sc(C(=O)N3CCCC3)c(N)c12
-18,1,-1.0,-20,-3,115,-0.6,2,1.1,CCOC(=O)C1CCCN(C(=O)N2CCOCC2)C1 (configuration not stated)
-8,1,0.2,-10,4,83,-1.0,6,1.1,CCn1nnnc1NCc1ccc(N2CCCC2)cc1
3,0.99,0.2,-17,-1,87,0.2,3,1.1,CCOC(=O)N1CCN(C(=O)CSc2nc(-c3cccc(C)c3)ns2)CC1
8,1,-0.6,-10,0,101,1.0,-2,1.1,CC(C)Cn1c(Br)nc2c1c(=O)n(CCC#N)c(=O)n2C
-7,0.98,-0.5,-8,-4,81,-1.4,-6,1.3,CCOC(OCC)P(=O)(C(C)C)C(C)C
0,1,0.8,4,-4,59,-1.6,3,1.1,COC(=O)c1cccc(S(=O)(=O)N2CCN(c3nc4ccccc4s3)CC2)c1
17,1.1,0.2,13,-4,102,1.1,5,1.1,COc1ccc2cc(S(=O)(=O)N3CCCCC3)ccc2c1S(=O)(=O)N1CCCCC1
11,1.1,-0.2,10,-2,87,-1.0,-2,2.1*,CCc1c(-c2ccccc2)nc2nc(C)c(C)nn12
-7,1,0.5,0,-8,97,-1.4,1,1.1,Cc1oc(-c2cccs2)nc1CS(=O)CC(=O)NCCc1ccccc1 (configuration not stated)
20,0.99,0.1,-40,-7,84,0.9,-1,1,CCOC(=O)c1c(C)[nH]c(C(=O)Cn2c(=O)c3c(ncn3CC)n(Cc3ccccc3)c2=O)c1C
-7,1.1,-0.1,-5,0,81,-1.0,5,1.1,CCOC(=O)/C=C1\Nc2ccccc2SC1=O
4,1,1.8,11,8,77,-0.9,1,1,COc1ccc(OC)c(NC(=O)c2ccc(S(=O)(=O)N3CCN(C)CC3)cc2)c1
-8,0.99,1.0,-3,nt,94,-1.0,6,1,CC(=O)Oc1cccc2c1C(=O)c1c(OC(C)=O)cc(C(=O)O)cc1C2=O
4,1,0.9,-29,2,113,10,3,1.1,Cc1cc(C)c(S(=O)(=O)NCc2cn3c(C)csc3n2)cc1C
